Compound activity (PubChem BioAssay)
SENP7 inh: inhibitors of human SENP7 protease; recombinant SENP7, Z-RLRGG-aminoluciferin luminescence, 40 min; inhibition, % at 5 µM; hit rate 1.5% among 330,000;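 active = inhibition above about 50% at the single test dose, limit read from the data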;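 note: plate controls were DMSO with enzyme for no effect and no enzyme buffer wells for full effect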
Target sequence (Q9BQF6 706-1050 limits assumed): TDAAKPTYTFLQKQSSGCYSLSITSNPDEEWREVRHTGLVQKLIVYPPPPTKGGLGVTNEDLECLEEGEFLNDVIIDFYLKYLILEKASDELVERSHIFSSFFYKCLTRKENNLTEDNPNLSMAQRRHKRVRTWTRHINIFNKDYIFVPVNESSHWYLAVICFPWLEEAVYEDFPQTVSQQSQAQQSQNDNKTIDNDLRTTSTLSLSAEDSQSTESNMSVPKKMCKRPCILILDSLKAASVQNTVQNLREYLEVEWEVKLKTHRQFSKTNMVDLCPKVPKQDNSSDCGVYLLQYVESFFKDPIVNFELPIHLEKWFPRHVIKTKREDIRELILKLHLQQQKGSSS
GRIN3A LBD mod: modulates the human NR3A ligand-binding domain; hit rate 2.5% among 340,000; NR3A LBD differential scanning fluorimetry, Tm shift; 0% = protein alone, 100% = glycine-bound protein; Tm shift relative to glycine control, % at 25 µM;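 active = melting temperature shift of at least 10% of the positive control shift, at one fixed dose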
PfGluPho inh: PfG6PD (Plasmodium falciparum) enzyme inhibition; PfGluPho enzyme, NADPH resazurin-diaphorase fluorescence; inhibition, % at 20 µM; hit rate 0.78% among 350,000; AID 504690;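 active = inhibition reaching at least a set limit at 20 µM in the primary screen, cut at about 59% in these data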;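 note: 0% = DMSO wells with substrate and 100% = DMSO wells lacking glucose-6-phosphate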
ATG4B inh: ATG4B (human) cysteine protease inhibition | AID 504462 | inhibition, % at 8.33 µM | hit rate 0.51% among 340,000 | ATG4B cleavage of LC3-PLA2, NBD-HPC fluorescence, 1 h | Q9Y4P1; in the data active = inhibition above about 40%
HKDC1 inhibitor: HKDC1 (human) hexokinase inhibition | Q2TB90 | recombinant HKDC1, G6PDH/diaphorase resazurin coupled fluorescence | inhibition, % at 20 µM | hit rate 0.16% among 340,000 | AID 493160;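 active = inhibition above about 35% when tested at 20 µM, limit read from the data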;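 note: plate controls were DMSO wells with enzyme for no effect and DMSO wells lacking enzyme for full effect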
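Assay system: in-house recombinant HK5 (HKDC1) enzyme. Input: HKDC1 at 5 µg/mL. Medium: Tris pH 8.0 buffer with MgCl2, Tween-20, BSA, BME. Dosing: single 20 µM dose. Schedule: 90 min reaction incubation at room temperature, dark. Signal: resazurin-to-resorufin fluorescence via G6PDH and diaphorase coupling, 525/613 nm. Controls: DMSO-enzyme wells negative, buffer-substituted wells positive.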
SENP8 block: SENP8 (human) protease inhibition. recombinant SENP8, Nedd8 substrate fluorescence. inhibition, % at 20 µM. hit rate 0.64% among 360,000. AID 602440; in the data active = inhibition mostly above about 40%, no sharp cut-off; inactive = mostly below about 27%
SENP6 block: blocks the human protease SENP6. Q9GZR1. Recombinant SENP6 catalytic domain, aminoluciferin luminescence. inhibition, % at 10 µM. hit rate 1.8% among 330,000;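 active = inhibition above about 50% at the single tested dose, limit read from the data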;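 note: plate controls were DMSO wells with enzyme for no effect and DMSO wells lacking enzyme for full effect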
Target sequence (Q9GZR1 628-1112 limits assumed): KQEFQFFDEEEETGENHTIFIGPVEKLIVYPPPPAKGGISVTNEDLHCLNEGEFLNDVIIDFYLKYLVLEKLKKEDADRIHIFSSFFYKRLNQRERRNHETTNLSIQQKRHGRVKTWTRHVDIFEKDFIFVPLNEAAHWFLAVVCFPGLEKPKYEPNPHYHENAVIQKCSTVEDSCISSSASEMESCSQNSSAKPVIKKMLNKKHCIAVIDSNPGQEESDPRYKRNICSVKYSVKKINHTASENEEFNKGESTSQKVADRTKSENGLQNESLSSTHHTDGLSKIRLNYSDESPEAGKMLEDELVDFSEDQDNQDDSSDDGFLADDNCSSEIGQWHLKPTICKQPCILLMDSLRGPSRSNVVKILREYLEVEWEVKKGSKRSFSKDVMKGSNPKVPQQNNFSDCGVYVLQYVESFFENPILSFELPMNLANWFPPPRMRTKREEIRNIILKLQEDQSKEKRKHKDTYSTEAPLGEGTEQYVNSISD
MPTP block: blocks calcium-induced mitochondrial swelling; inhibition, % at 10 µM; isolated mouse mitochondria, Ca2+ swelling absorbance, 30 min; hit rate 1.4% among 360,000; AID 602449;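 active = inhibition of 50% or more, scaled per plate between neutral and stimulator controls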;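 note: 0% = DMSO wells given calcium and 100% = 1 mM EGTA wells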
* hit, by the source's call; i = inactive; . = no result given.

Structure	SENP7 inh	GRIN3A LBD mod	PfGluPho inh	ATG4B inh	HKDC1 inhibitor	SENP8 block	SENP6 block	MPTP block
Cc1cc(C)cc(NC(=O)N2CCC(NC(=O)c3ccc(F)cc3)CC2)c1	0	-2	-7	-6	1	17	-6	-1.3
Cc1ccc(C)c(NC(=O)CCN2CCc3ccccc3C2)c1	4	-4	6	-14	-2	14	-28	0.2
C=CCc1ccccc1OCC(O)CN1CCN(CCO)CC1 (configuration not stated)	10	0	11	-2	-2	16	-29	-1.2
O=C(CCC(=O)Nc1ccccc1Cl)NNC(=O)Nc1cccc([N+](=O)[O-])c1	4	2	2	-4	-11	16	-22	1.4
C=CCn1c(=O)[nH]c2cc(C(=O)N3CC=C(c4ccccc4)CC3)ccc2c1=O	-5	-3	-14	1	2	-16	-11	1.6
CCc1ccc(NC(=O)C(=S)NC2CCCCC2)cc1	7	0	11	10	-1	8	-14	2.3
CN1CCc2nc(SCCOc3ccccc3)c(C#N)cc2C1	2	-8	16	-9	-7	-259	-5	0.0
Fc1cccc(Cl)c1CNCCCSc1ncccn1	4	-3	2	-1	-7	4	-11	0.1

Entries of single compounds, quoted from the list. Order of values: SENP7 inh	GRIN3A LBD mod	PfGluPho inh	ATG4B inh	HKDC1 inhibitor	SENP8 block	SENP6 block	MPTP block
C=CCc1ccccc1OCC(O)CN1CCN(CCO)CC1 (configuration not stated) across the screens: 10	0	11	-2	-2	16	-29	-1.2
Cc1cc(C)cc(NC(=O)N2CCC(NC(=O)c3ccc(F)cc3)CC2)c1 across the screens: 0	-2	-7	-6	1	17	-6	-1.3
CCc1ccc(NC(=O)C(=S)NC2CCCCC2)cc1 across the screens: 7	0	11	10	-1	8	-14	2.3
CN1CCc2nc(SCCOc3ccccc3)c(C#N)cc2C1 across the screens: 2	-8	16	-9	-7	-259	-5	0.0

(listing goes on)
Structure	SENP7 inh	GRIN3A LBD mod	PfGluPho inh	ATG4B inh	HKDC1 inhibitor	SENP8 block	SENP6 block	MPTP block
COc1ccccc1C1CCN(Cc2ccc(Cl)c(Cl)c2)CC1	-6	2	14	-8	0	20	7	0.1
CC(C)c1csc(CN2CCCC(CCC(=O)NCc3ccccc3F)C2)n1 (configuration not stated)	-2	-2	0	21	6	11	-3	1.2
COc1cccc(C(=O)OCC(=O)Nc2ccccc2N2CCOCC2)c1	2	-2	-5	-2	-4	7	-9	0.1
CC(=O)n1cc([C@@H]2C=C(C(=O)Nc3ccccc3)O[C@H](OCc3ccc(CO)cc3)C2)c2ccccc21	-8	-4	23	-6	3	1	-8	-1.9
Cc1cc(=O)n2nc(N3CCC(C(=O)N4CCN(Cc5ccccc5)CC4)CC3)sc2n1	-9	-1	4	6	1	4	-9	-3.4
CC(C)(C)C(=O)Nc1ccccc1C(=O)NCCC(=O)Nc1ccccc1	2	5	-22	5	4	-14	5	0.3
Cc1ccc(NS(=O)(=O)c2ccc3[nH]c(=O)sc3c2)cc1	-1	-4	-50	0	14	4	-18	-1.7
CCC(Oc1ccccc1)C(=O)Nc1ccccc1C(=O)N1CCN(C)CC1 (configuration not stated)	-6	11*	5	-4	2	-2	3	-0.7
Nc1ccc2oc3ccccc3c2c1	2	0	1	3	4	-132	11	4.4
CCOc1ncccc1C(=O)N1CCN(S(=O)(=O)c2ccc3ccccc3c2)CC1	1	0	-6	-8	0	19	-1	2.1
Cc1nc(-c2cccnc2)sc1C(=O)Nc1ccc(F)cc1F	6	2	11	6	1	-1	-6	2.4
Cc1cccc(/C=N/Nc2nncc3ccccc23)c1	96*	3	14	-18	-3	5	92*	0.3
COc1ccc(NS(=O)(=O)c2cccc(N/C(=N\S(=O)(=O)c3ccccc3)c3ccc(F)cc3)c2)cc1	3	0	-12	-12	6	7	-2	4.0
O=[N+]([O-])c1cc(S(=O)(=O)Nc2ccccc2)ccc1Nc1ccccc1	.	5	53	2	3	19	.	10
CCC(C)Oc1cccc(OCCCCN2C(=O)NC(C)(C)C2=O)c1 (configuration not stated)	-4	2	0	2	-4	0	6	-1.7
C=CCCC(=O)Nc1nc(C)c(-c2csc(Nc3ccc(Cl)cc3)n2)s1	-7	4	17	13	-4	-188	-13	0.0
Cc1cc(C)c2c(c1)C1(OCCO1)C(=O)N2	-4	0	-3	-7	-2	9	18	-1.2
Cc1ccc(-c2ccc(=O)n(CCC(=O)NCCN3CCCCC3C)n2)cc1 (configuration not stated)	5	-2	-21	-10	-12	-15	10	1.5
Cc1ccc(Nc2cc(C)nc3ccccc23)c(C)c1	-3	5	-19	-1	1	1	-15	29
CC(=O)N1CCN(c2ccc(NC(=O)c3ccc4ccccc4c3)cc2)CC1	0	-7	-4	-2	-3	5	-12	-1.4
Cc1sc2nc(SCC(=O)N(C)C)[nH]c(=O)c2c1C	2	2	9	-9	-2	21	-1	-5.1
O=C(CNS(=O)(=O)c1ccc(Cl)cc1)NNC(=O)c1cccnc1	-5	1	1	-7	-9	6	15	-1.3
NC(=O)c1ccc(-c2nnn(CC(=O)Nc3cccc(S(=O)(=O)N4CCCC4)c3)n2)cc1	7	0	-8	4	-6	29	-7	0.1
COc1ccc(Cn2c(=O)[nH]c3cc(C(=O)NCCCN4CCCCCC4)ccc3c2=O)cc1	-5	-2	24	-8	0	-57	20	0.7
COc1ccc(OC)c(S(=O)(=O)Nc2cnc3ccccc3c2)c1	5	0	0	-16	4	5	14	-1.0
COc1ccccc1N1CCN(Cc2ccc(-c3ccccc3[N+](=O)[O-])o2)CC1	-1	1	1	9	6	-42	13	0.9
CCOC(=O)C1CCN(C(=S)NC(=O)c2cccs2)CC1	8	0	4	-3	-4	-3	-2	-2.8
COC(=O)Oc1ccc(/C=C/C(=O)OC(C)C)cc1OC(=O)OC	-3	-3	-34	-12	-11	-75	-2	2.1
CCOc1ccc2c(c1)C(N(CCN1CCOCC1)C(=O)Nc1ccccc1)CC(C)(C)O2 (configuration not stated)	1	0	-8	-4	-6	13	-9	1.1
CSc1nc2nc(-c3cccs3)cc(C(F)(F)F)c2c(=O)[nH]1	0	0	-9	-2	-3	-292	-8	2.2
O=S(O)OC1CS(=O)(=O)CC1c1ccccc1 (configuration not stated)	5	1	-1	-5	-5	20	-11	-0.5
CC(C)NC(=O)Nc1cccs1	0	5	31	5	0	18	-3	-3.9

3 entries already listed, arranged by formula weight, rising:
Structure	SENP7 inh	GRIN3A LBD mod	PfGluPho inh	ATG4B inh	HKDC1 inhibitor	SENP8 block	SENP6 block	MPTP block
CC(C)NC(=O)Nc1cccs1	0	5	31	5	0	18	-3	-3.9
CCOC(=O)C1CCN(C(=S)NC(=O)c2cccs2)CC1	8	0	4	-3	-4	-3	-2	-2.8
COC(=O)Oc1ccc(/C=C/C(=O)OC(C)C)cc1OC(=O)OC	-3	-3	-34	-12	-11	-75	-2	2.1

The listing picks up, starting two compounds before the break.
Values run as follows: SENP7 inh	GRIN3A LBD mod	PfGluPho inh	ATG4B inh	HKDC1 inhibitor	SENP8 block	SENP6 block	MPTP block
O=S(O)OC1CS(=O)(=O)CC1c1ccccc1 (configuration not stated)
→ 5	1	-1	-5	-5	20	-11	-0.5
CC(C)NC(=O)Nc1cccs1
→ 0	5	31	5	0	18	-3	-3.9
COCC(C)OC(=O)c1c(N)n(-c2ccc(OC)c(OC)c2)c2nc3ccccc3nc12 (configuration not stated)
→ 5	1	-10	-2	5	.	7	.
CC(NS(=O)(=O)c1ccc2c(c1)C(C)(C)C(=O)N2C)c1ccccc1 (configuration not stated)
→ -5	1	6	0	-6	16	3	-1.1
O=C(Cc1ccc(S(=O)(=O)N2CCOCC2)s1)N1CCN(S(=O)(=O)c2cccc(F)c2)CC1
→ .	0	7	-8	4	7	.	0.2
C=CCNC(=S)NCCCCC1NC(=S)N(CC=C)C1=O (configuration not stated)
→ -6	0	-7	-9	-24	11	1	2.8
COc1ccc(Cl)cc1NS(=O)(=O)c1cccc(C(=O)NCC(c2ccco2)N(C)C)c1 (configuration not stated)
→ -5	0	-11	0	-4	-11	2	0.0
COc1ccc(S(=O)(=O)c2c(O)c3ccc(C(=O)Nc4ccccc4F)cc3[nH]c2=O)cc1
→ -6	5	-14	-3	-7	-46	3	-0.1
O=C(NCc1cccs1)c1cccnc1Cl
→ 3	10	-3	-1	-7	2	-12	0.2
O=C(OCC(=O)N(Cc1ccccc1)C1CCS(=O)(=O)C1)c1cc2c(s1)CCCC2 (configuration not stated)
→ -5	-1	-3	2	2	0	2	-1.2
N#CC(C#N)C(c1ccsc1)c1c(-c2ccccc2)[nH][nH]c1=O (configuration not stated)
→ 1	-13	22	3	8	30	13	0.3
Cc1cc(NC(=O)c2cnn3cccnc23)no1
→ -1	-3	-8	8	-5	-11	-8	-1.3
CCOC(=O)N1CCN(C(=S)NC(=O)c2cncc(Br)c2)CC1
→ -5	0	23	-1	1	14	-6	1.5
CCCCNc1c(-c2ccc(SC(C)CC)c(OC)c2)nc2ccc(Cl)cn12 (configuration not stated)
→ 5	-15	37	14	10	i	6	1.1
COC(=O)C1CCN(C(=O)COC(=O)c2ccc(N3CCCC3=O)cc2)CC1
→ -1	2	2	-2	4	12	-15	0.1
CCC(=O)N1CCc2cc(Br)cc(S(=O)(=O)NCCN3CCCC3)c21
→ -4	-2	-13	-1	-2	23	-1	-0.5
Cc1ccc(OCc2nnc(NC(=O)c3ccco3)s2)cc1
→ -8	1	-22	-1	-3	9	-16	-14
Cc1ccc(-c2nnn(CC(=O)N(CC(=O)NC(C)C)c3cnc4ccccc4c3)n2)o1
→ -11	-1	-10	13	-10	-35	-23	0.4
CCOC(=O)C1=CC(=O)CC(C)(C)O1
→ .	1	8	-2	0	3	.	1.1
